Assay outcomes: PubChem BioAssay, several laboratories
p-CIP stab down – p/CIP protein destabilization; Q05BA5; F442A p/CIP-EGFP cells, EGFP fluorescence, 16 h; decrease of EGFP signal, % at 10 µM; actives 0.01% (n = 290,000); AID 1984;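 active = EGFP signal decrease of at least 30% at 10 µM or well 3 SD below plate mean, unless failing retest; inactive = the rest, including hits failing retest or dose response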; note: some compounds called inactive have numbers as strong as hits; many of its hits are not listed in these tables
NALP1 yeast inh – blocks the NALP1 inflammasome reconstituted in yeast; S. cerevisiae NALP1/ASC/caspase-1 growth, X-gal OD620, 72 h; inhibition, % at 10 µM; actives 0.61% (n = 280,000); in the data active = inhibition mostly above about 24%, no sharp cut-off; inactive = mostly below about 32%; note: some compounds called inactive have numbers as strong as hits
VIM-2 inhibitor – inhibitors of Pseudomonas aeruginosa VIM-2 metallo-beta-lactamase | actives 0.89% (n = 290,000) | purified VIM-2, nitrocefin hydrolysis, epi-absorbance fluorescence | inhibition, % at 5.6 µM | AID 1527;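 active = inhibition above the mean of all tested compounds plus 3 SD, cutoff set per screening run, cut at about 7.5% in these data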;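 note: red hydrolysis product quenches plate fluorescence so inhibitors raise well fluorescence; 0% = enzyme with DMSO and 100% = DMSO without enzyme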
IMP-1 inh – inhibitors of Pseudomonas aeruginosa IMP-1 metallo-beta-lactamase; purified IMP-1, nitrocefin hydrolysis, epi-absorbance fluorescence; inhibition, % at 5.6 µM; actives 0.45% (n = 290,000);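 active = inhibition above the mean plus 3 SD of all compounds in the same screening run, cut at about 4.5% in these data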;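 note: 0% = IMP-1 with DMSO and 100% = DMSO wells lacking enzyme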
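assay system = purified recombinant IMP-1 metallo-beta-lactamase enzyme | schedule = 15 min preincubation plus 25 min reaction at 25 °C | signal = Epi-absorbance fluorescence, 480 nm excitation, 530 nm emission | read-out basis = percent inhibition from optical density relative to buffer-blank wells | controls = IMP-1 with DMSO as 0%, enzyme-free DMSO as 100%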
PfM18AAP inh – blocks P. falciparum M18 aspartyl aminopeptidase | inhibition, % at 7.35 µM | recombinant PfM18AAP, H-Glu-NHMec fluorogenic cleavage | actives 1.2% (n = 290,000);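 active = inhibition above the campaign mean inhibition over all tested compounds plus 3 SD, cut at about 28% in these data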;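 note: 0% = plate median of test compound wells and 100% = 2 mM ZnCl2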
IDE act – activators of human insulin-degrading enzyme in cells; P14735; HEK cells, FAbeta-B cleavage, fluorescence polarization; 0% vehicle, 100% cell-free pure enzyme wells; actives 0.073% (n = 340,000); activation, % at 5.96 µM;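 active = activation above the mean of all tested compounds plus 3 SD, set per screening campaign, cut at about 17% in these data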
GPR7 antag – blocks human GPR7 receptor signaling; P48145; inhibition, % at 4.4 µM; actives 1.1% (n = 290,000); GPR7-expressing cells, fluorescence antagonist assay; in the data active = inhibition above about 16%, passing the limit was not always enough;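 note: cells stimulated with the agonist NPW; 0% = agonist with vehicle and 100% = vehicle without agonist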
Target sequence (P48145 whole entry, looked up): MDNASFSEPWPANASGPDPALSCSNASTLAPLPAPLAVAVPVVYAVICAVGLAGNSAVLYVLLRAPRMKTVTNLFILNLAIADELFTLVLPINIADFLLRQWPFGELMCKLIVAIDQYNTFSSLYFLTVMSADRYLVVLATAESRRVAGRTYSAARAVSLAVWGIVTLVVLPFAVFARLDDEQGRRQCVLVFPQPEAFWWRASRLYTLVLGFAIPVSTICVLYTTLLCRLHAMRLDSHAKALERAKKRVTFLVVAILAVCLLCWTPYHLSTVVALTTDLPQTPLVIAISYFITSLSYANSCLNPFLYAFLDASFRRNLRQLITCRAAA
PHOSPHO1 block – blocks human PHOSPHO1 phosphatase activity; inhibition, % at 13.3 µM; AID 1565; Q8TCT1; recombinant PHOSPHO1, absorbance phosphatase assay; actives 1.1% (n = 290,000); in the data active = inhibition above about 60%
Target sequence (Q8TCT1 whole entry, looked up): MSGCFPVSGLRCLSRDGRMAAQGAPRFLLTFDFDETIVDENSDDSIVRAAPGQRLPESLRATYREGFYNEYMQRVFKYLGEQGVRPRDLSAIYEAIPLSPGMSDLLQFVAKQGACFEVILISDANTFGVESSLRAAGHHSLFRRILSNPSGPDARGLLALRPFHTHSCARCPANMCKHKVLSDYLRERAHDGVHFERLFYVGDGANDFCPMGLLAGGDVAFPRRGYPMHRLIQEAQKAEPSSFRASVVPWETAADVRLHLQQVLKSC
IDE inh – inhibits human insulin-degrading enzyme in HEK cells | FAbetaB cleavage, fluorescence polarization | inhibition, % at 5.59 µM | actives 0.41% (n = 320,000) | AID 434962;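 active = percent inhibition above the average of all tested compounds plus 3 SD, set per screening campaign, cut at about 16% in these data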;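 note: IDE supplied by intact live HEK cells; FP after avidin binding of uncleaved biotin substrate so inhibition keeps polarization high; 0% = DMSO wells and 100% = 60 µM reference IDE inhibitor Ii1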
Starred values were filed as active, the others as inactive; x = no result given.

SMILES | p-CIP stab down | NALP1 yeast inh | VIM-2 inhibitor | IMP-1 inh | PfM18AAP inh | IDE act | GPR7 antag | PHOSPHO1 block | IDE inh
Cc1ccccc1N(CC(=O)Nc1ccccc1C(=O)NCc1ccco1)S(=O)(=O)c1ccccc1 | 11 | 24 | 0.0 | -2.8 | 14 | 3 | -7 | -15 | -8
O=C(OCc1nnc(-c2ccccc2)o1)c1cc(Cl)ccc1[N+](=O)[O-] | -2 | 5 | -2.0 | -2.2 | -13 | 10 | -18 | -18 | 3
CN(C)/C=C1\C(=O)N(c2ccc(F)cc2F)C(c2cccnc2)S1(=O)=O (configuration not stated) | -6 | x | 0.0 | -1.0 | -6 | 2 | 5 | 37 | 2
CC(C)NC(=O)c1ccc(N(Cc2ccccc2)S(C)(=O)=O)cc1 | -6 | 7 | -2.0 | -3.8 | -3 | 2 | -12 | 34 | x
Cc1ccccc1OCC(=O)NCCNC(=O)c1cccnc1 | -6 | 1 | -0.3 | 0.4 | -7 | 7 | -9 | 22 | -3
COc1ccccc1N=Nc1c(C)noc1C | -2 | 12 | -0.3 | -1.3 | -6 | 2 | -15 | 32 | 7
COC(=O)CNC(=O)c1ccccc1[N+](=O)[O-] | x | x | -7.0 | -1.2 | -3 | -1 | -5 | x | -5
CCOc1ccc(-n2ccnc2SCC(=O)Nc2cc(C)on2)cc1 | -1 | -16 | -3.7 | -1.2 | 0 | 3 | 3 | -19 | 6
CCCCn1c(/N=C/c2ccccc2NS(=O)(=O)c2ccc(C)cc2)nc2ccccc21 | -13 | 35 | -4.7 | -2.7 | 1 | 2 | 3 | -27 | -10
CC(NC(=S)NC1CCCCC1)c1ccc(C(C)(C)C)cc1 (configuration not stated) | -15 | 20 | -6.7 | -3.5 | -1 | 2 | 25* | 28 | 3
O=C(CSc1nnc(-c2ccccc2F)n1C1CC1)NC(=O)c1cccc([N+](=O)[O-])c1 | -9 | 14 | -0.1 | 3.5 | -1 | -2 | 11 | -19 | -2
Cc1cccc(-n2nc([N+](=O)[O-])c(=NC3CCN(Cc4ccccc4)CC3)n2O)c1 | 11 | 3 | -1.1 | -0.1 | 2 | -2 | -5 | 41 | 5
CC(C)Cn1c(-c2ccco2)csc1=Nc1cccnc1 | -10 | 21 | -2.9 | -0.3 | 8 | 0 | 3 | 47 | -5
O=C1c2ccccc2C(=O)C1Cc1cccc2ccccc12 | 7 | 6 | -3.4 | 0.2 | -1 | -5 | -8 | -2 | -3
CCn1c(=N)c(S(=O)(=O)c2ccc(Cl)cc2)cc2c(=O)n3ccccc3nc21 | -8 | -12 | -3.9 | -2.3 | 3 | x | -4 | -10 | -5
COc1ccc(NC(=O)CN(C)S(=O)(=O)c2ccccc2)cc1 | -6 | -3 | -3.6 | -3.9 | -3 | 3 | 0 | 5 | 1
COc1cc(-n2nc(C)c3c2OC(N)=C(C#N)C3c2ccccc2)c(Cl)c(Br)c1O (configuration not stated) | -3 | -9 | -3.8 | -3.6 | 15 | 0 | -10 | 16 | -2
COc1ccc(Cn2c(C3CCCCC3)nc3c(c(=O)c4ccccc4n3C)c2=O)cc1 | -10 | -9 | -1.3 | -2.5 | 8 | x | -4 | 36 | 1
COC(=O)/C=C/S(=O)(=O)c1ccc(NC(C)=O)cc1 | -28 | -3 | 0.2 | -2.4 | -94 | 4 | 13 | 1 | -2
CC(C)C(NC(=O)c1ccccc1F)C(=O)Nc1ccc2c(c1)OCO2 (configuration not stated) | -6 | 10 | 1.6 | 0.4 | -2 | 11 | 18 | 6 | 8
CCNC(=O)Cn1cnc2c1c(=O)n(C)c(=O)n2C | -7 | -10 | -2.5 | -2.0 | 0 | 2 | -6 | 48 | -4
NS(=O)(=O)c1ccc(NC2=CC(c3ccc(F)cc3)N(c3ccc(S(N)(=O)=O)cc3)C2=O)cc1 (configuration not stated) | -1 | x | 1.0 | 1.1 | 5 | 1 | -7 | 8 | -3
CCOC(=O)/C(C(=O)Nc1ccc(Br)cc1)=C1/NC(C)(C)Cc2ccccc21 | 2 | 30 | 0.3 | -4.0 | -3 | 2 | -8 | 0 | 5
COc1ccc(N(CC(=O)NCCC2=CCCCC2)S(=O)(=O)c2ccc(C)cc2)cc1OC | 16 | 9 | -2.5 | -1.9 | -4 | 4 | 2 | 29 | 1
CCC(=O)Nc1c(C(=O)Nc2ccc3c(c2)OCCO3)oc2ccccc12 | -2 | -8 | -1.1 | 0.9 | 6 | 5 | -16 | 26 | -6
Remaining list, next part:
SMILES | p-CIP stab down | NALP1 yeast inh | VIM-2 inhibitor | IMP-1 inh | PfM18AAP inh | IDE act | GPR7 antag | PHOSPHO1 block | IDE inh
COc1ccc(N/C=C\C(=O)c2ccc(C)cc2)cc1OC | -2 | 14 | 2.0 | 0.1 | 2 | 0 | -4 | 18 | 3
CC(Oc1ccc(Cl)cc1)C(=O)Nc1ccc(S(=O)(=O)N2CCOCC2)cc1 (configuration not stated) | 0 | 18 | -0.3 | -2.3 | 1 | 1 | 56* | 23 | 0
S=C(NCCc1ccccc1)NC1CC1 | -7 | 1 | -0.5 | -4.0 | -10 | -2 | -4 | -16 | -2
Oc1ccc(Br)cc1/C=N/NC(=S)NCCc1ccccc1 | -8 | 11 | -0.1 | -4.7 | 8 | 2 | -33 | -6 | 1
O=C(Nc1nnc(SCc2ccccc2)s1)c1cccs1 | 3 | 8 | -0.7 | -2.6 | 5 | -4 | -15 | 2 | 6
CCCCn1c(CNC(=O)C23CC4CC(CC(C4)C2)C3)nnc1SC(C)CC (configuration not stated) | 6 | 24 | -3.1 | -3.5 | 3 | 6 | -5 | 4 | -1
CC(C)[C@H](NC(=O)[C@@H]1CSC2c3ccccc3C(=O)N21)C(=O)NC1CCCC1 (some centres not stated) | 6 | -11 | -3.7 | -0.7 | -2 | 4 | -7 | 36 | 0
O=C(Nc1cccc2ccccc12)OC1C=CS(=O)(=O)C1 (configuration not stated) | 1 | 19 | -1.9 | -5.0 | 2 | -6 | -8 | -3 | -2
C/C(CCc1ccccc1)=N\NC(=O)C1C2CCCCC21 (configuration not stated) | 9 | 18 | -3.2 | -2.1 | 2 | 1 | -10 | -7 | 0
COCCCNC(=O)/C(C#N)=C/c1c(N2CCCCCC2)nc2ccccn2c1=O | -18 | 4 | -1.3 | -3.7 | -9 | -1 | -6 | 16 | 2
COc1cc(C2CC(=O)OC3=C2C(=O)CC(C)(C)C3)cc(OC)c1OC (configuration not stated) | -4 | -5 | -0.6 | -2.6 | -2 | 2 | -5 | 8 | 6
NC(=O)C1CCN(C(=O)NC(=O)c2ccccc2)CC1 | 3 | 9 | -3.7 | -1.8 | 2 | 0 | -5 | x | 1
COc1ccccc1NC(=O)c1ccc(-n2ccnc2)c([N+](=O)[O-])c1 | -2 | 26 | 1.8 | 0.1 | -2 | -3 | 7 | 20 | -3
CC1CC(C)CN(C(=O)c2cc3c(s2)CCC3)C1 (configuration not stated) | 11 | 9 | -0.1 | 1.9 | -2 | 6 | 1 | 11 | 6
CCOC(=O)CSc1ccc2nnc(CCNS(=O)(=O)c3ccc(C)cc3)n2n1 | 2 | 12 | -0.4 | -1.8 | 5 | 5 | -14 | 30 | 13
Cc1ccc(C)c(S(=O)(=O)NCc2ccc(C(=O)NCc3ccccn3)cc2)c1 | -6 | 17 | -2.3 | -1.7 | 13 | 8 | -1 | 8 | -2
O=C(O)c1cc(-c2ccccc2)n[nH]1 | 11 | -3 | -2.4 | -2.3 | -8 | -1 | -6 | 4 | 0
COC(=O)c1ccn(-c2nc(-c3ccco3)cc(C(F)(F)F)n2)n1 | -3 | 19 | 4.6 | 2.2 | 5 | 0 | -6 | 4 | 0
COCCN1C(=O)c2ccc(C(=O)NCc3cccnc3)cc2C1=O | 5 | 16 | -1.4 | -6.5 | 0 | 0 | -12 | -15 | -1
COc1ncnc2c1oc1ccccc12 | -7 | -9 | -2.7 | -2.3 | 5 | -3 | 4 | 12 | -4
O=C(C1CCN(CCCc2ccccc2)CC1)N1CCCCC1 | -30 | 14 | -1.3 | -1.1 | -1 | 0 | -2 | -22 | -1
CCOc1ccc(-c2cc(C(=O)N3CCCC3)c3ccccc3n2)cc1 | 3 | 8 | -0.4 | -1.0 | 0 | 5 | -15 | 23 | -1
Cc1cc(N2CCN(C(=O)Nc3ccc(F)cc3F)CC2)c2ccccc2n1 | -10 | -2 | -0.8 | -4.0 | 4 | -5 | -9 | x | 3
CCOC(=O)c1ccc(NCCc2ccc(OC)c(OC)c2)c(N)c1 | -6 | -5 | -1.8 | -2.4 | 16 | 5 | -14 | x | 6
COc1ccc(OCCCn2cccc2/C=C2/C(=N)N3OC(C)=CC3=NC2=O)cc1 | 5 | 10 | -0.6 | -0.7 | -4 | 3 | -3 | -18 | 1

The closing 3 entries of the part above open the next one.
SMILES | p-CIP stab down | NALP1 yeast inh | VIM-2 inhibitor | IMP-1 inh | PfM18AAP inh | IDE act | GPR7 antag | PHOSPHO1 block | IDE inh
Cc1cc(N2CCN(C(=O)Nc3ccc(F)cc3F)CC2)c2ccccc2n1 | -10 | -2 | -0.8 | -4.0 | 4 | -5 | -9 | x | 3
CCOC(=O)c1ccc(NCCc2ccc(OC)c(OC)c2)c(N)c1 | -6 | -5 | -1.8 | -2.4 | 16 | 5 | -14 | x | 6
COc1ccc(OCCCn2cccc2/C=C2/C(=N)N3OC(C)=CC3=NC2=O)cc1 | 5 | 10 | -0.6 | -0.7 | -4 | 3 | -3 | -18 | 1
CCN(CC)c1ccc(C=C2C(=O)OC3(CCCCC3)OC2=O)cc1 | 10 | 9 | -0.9 | -1.9 | 6 | -5 | -20 | 30 | -1
Cc1nc2ccccc2c2oc(C(=O)N3CCN(C(=O)c4ccco4)CC3)cc12 | 7 | 27 | 8.8* | -2.9 | -2 | 6 | -8 | 18 | 1
O=c1[nH]c2ccc(NC(=S)NC3CCCCC3)cc2[nH]1 | 14 | 5 | -3.0 | -4.9 | -3 | 5 | -3 | -28 | 1
CC(C)OC(=O)c1c(NC(=O)CCn2nnc3ccccc32)sc2c1CCCC2 | 2 | 15 | -2.1 | -2.5 | 1 | 1 | -5 | 13 | -1
COc1cnc(-c2ccccn2)nc1Oc1ccc(Cl)c2ccccc12 | 5 | 5 | 39* | -3.6 | 3 | 2 | 8 | -5 | 0
CCn1c2ccccc2c2cc(NC(=O)c3ccc(C)c([N+](=O)[O-])c3)ccc21 | -8 | 47 | -0.7 | -1.6 | -11 | 6 | 3 | -18 | -4
CNc1ccc(S(=O)(=O)NC)cc1[N+](=O)[O-] | -7 | 18 | -2.8 | -3.9 | 0 | 1 | -13 | 17 | 2
Cc1ccc(-c2csc3nc[nH]c(=O)c23)c(C)c1 | -2 | 11 | -2.5 | -3.2 | 5 | -3 | -22 | 30 | 3
Nc1c(C(=O)N/N=C/c2cccnc2)oc2nc(-c3ccco3)cc(-c3ccco3)c12 | -8 | -20 | -1.1 | -0.2 | 17 | x | -12 | -35 | -4
O=C(CS(=O)(=O)c1ccc(Br)cc1)N1CCOCC1 | 10 | 10 | -2.3 | -1.1 | 0 | 4 | -18 | 48 | -2
COc1ccc(C(=O)NCC(=O)OCC(=O)NC(=O)NC2CCCCC2)cc1OC | 8 | -2 | 0.1 | 0.0 | 6 | 0 | -7 | 14 | 0
CC(C)Cn1c(=O)c2c(c3ccccc31)OC(C)C(=O)N2 (configuration not stated) | -3 | 2 | 0.9 | -0.2 | -13 | 2 | 13 | 21 | x
